Screens as filed in PubChem.
Growth percent in the NCI-60 one-dose screen (48 h, 10 µM unless noted): 100 = growth as untreated, 0 = no growth, -100 = all killed.
SR = SR leukemia cells | 8.7% of 73,000 active
K-562 = K-562 leukemia; 7.4% of 78,000 active; AID 1794777
MDA-MB-468 = MDA-MB-468 breast cancer; 8.5% of 78,000 active
BT-549 = BT-549 breast cancer; 4.4% of 78,000 active; AID 1794793
MCF7 = MCF7 breast cancer. 6.3% of 82,000 active. AID 1794796
MDA-MB-231 = MDA-MB-231 breast cancer; 5% of 81,000 active
T-47D = T-47D breast cancer; 5% of 79,000 active; AID 1794792
MOLT-4 = MOLT-4 leukemia cells; 6.9% of 80,000 active; AID 1794779
* marks the source's active call; other numbers are inactive results; / = not tested or not shown. Rule for the calls: active = growth percent below 10; inactive = the rest.

SMILES | SR | K-562 | MDA-MB-468 | BT-549 | MCF7 | MDA-MB-231 | T-47D | MOLT-4
CC12CCC=CC1=C(C=O)C1C2CCC2(C)C(O)CCC12 (stereo not drawn) | 82.8 | 82.9 | 97.0 | / | 92.4 | 101.2 | 90.1 | 69.1
CCC(C(=O)O)N1C(=O)CSC1=S (stereo not drawn) | 102.9 | 106.9 | 97.8 | 102.8 | 96.7 | 105.6 | 100.6 | 98.8
Cn1c(=O)c2nc(CCC(=O)O)c(=O)[nH]c2n(C)c1=S | 122.1 | 103.1 | 97.2 | 104.9 | 94.6 | 104.3 | 100.2 | 96.4
NNC(=O)CN1C(=O)NC2NC(=O)NC21 (stereo not drawn) | 113.2 | 103.0 | 105.6 | 110.7 | 101.8 | 107.6 | 103.6 | 104.8
COc1ccc(-c2cn(C(=O)c3ccc(C(F)(F)F)cc3)nc2N)cc1 | 96.3 | 77.1 | / | 83.4 | 96.6 | 113.9 | 95.6 | 102.0
CC(C)(CC=O)c1ccccc1 | / | / | 104.6 | 98.9 | 98.4 | 125.4 | / | /
CC/C(=C(\c1ccc(O)cc1)c1ccc(OCCN(C)C(=O)COCCNC(=O)c2cccc3c2CN(C2CCC(=O)NC2=O)C3=O)cc1)c1ccccc1 (stereo not drawn) | / | / | 89.5 | 97.8 | 44.8 | 93.6 | 79.3 | /
Cc1c(C(=O)C(SC(=S)N(C)C)SC(=S)N(C)C)nnn1-c1ccc(Cl)cc1 | 58.7 | 78.6 | 102.3 | 104.3 | 41.8 | 106.0 | 85.5 | 95.8
CC(C)C(=O)C(c1ccccn1)C(C)C (stereo not drawn) | 87.9 | 106.4 | 121.5 | 102.1 | 102.0 | 110.0 | 103.2 | 93.3
O=c1[nH]cnc2c1ncn2Cc1ccc([N+](=O)[O-])cc1 | 100.4 | 96.2 | 109.9 | 130.4 | 99.5 | 98.6 | 104.7 | 108.9
C=Cc1c(C)cc(C)c(C)c1C | 113.1 | 112.0 | 110.9 | 99.2 | 95.9 | 94.6 | 98.7 | 114.6
Cc1cc(-n2cc(-c3c(O)c(O)cc4c(O)c(-c5c(C)cc6c(-c7cn(-c8ccc(O)c(C)c8)nn7)c(O)c(O)cc6c5O)c(C)cc34)nn2)ccc1O | / | 105.6 | 98.9 | 98.5 | 86.2 | 72.2 | 94.8 | 96.1
NC(=O)c1ccccc1OCC(=O)Nc1ccc(Cl)c(Cl)c1 | 71.4 | 91.0 | / | 93.2 | 79.7 | 96.1 | 79.8 | 89.0
O=C(CSC(=S)N1CCOCC1)Nc1ccc(Cl)cc1 | 63.1 | 38.8 | 102.9 | 81.0 | 79.8 | 96.0 | 69.5 | 76.4
COc1cccc(/C=N/NC(=S)NC2CC3CCC2C3)c1O (stereo not drawn) | 3.7* | 39.3 | 68.2 | 79.8 | 37.8 | 55.4 | 35.7 | 44.8
Cc1ccc2nc(Cl)c(-c3nc4ccccc4[nH]3)cc2c1 | 102.6 | 105.9 | 101.4 | 87.5 | 48.4 | 70.8 | 109.7 | 103.7
Cc1ccc(Cl)cc1NC(=O)Nc1nc2ccc([N+](=O)[O-])cc2s1 | 1.3* | 1.9* | -39.3* | -30.3* | 0.2* | -42.2* | -19.7* | 6.2*
OCCC1=CCCCC1 | 96.2 | 101.9 | 101.4 | 104.5 | 96.0 | 98.5 | 103.2 | 105.2
C#CCN(C)CCCOc1ccc(NC(=O)CCCCCCCC(=O)NO)cc1Cl | 69.4 | 103.4 | 89.2 | 111.5 | 89.9 | 91.6 | 103.5 | 87.2
CCOc1ccc(/C=C/C(=O)c2cccc(OCCCOc3cccc(C(=O)/C=C/c4ccc(OCC)cc4)c3)c2)cc1 | 90.1 | 69.9 | / | 92.1 | 84.5 | 83.3 | 63.4 | 73.5
Cc1ccccc1N=Nc1c(S(=O)(=O)O)cc2cc(NC(=O)Nc3ccc4c(O)c(N=Nc5ccc6cc(S(=O)(=O)O)ccc6c5)c(S(=O)(=O)O)cc4c3)ccc2c1O | 102.4 | 99.7 | 106.9 | 78.6 | 105.7 | 99.7 | 109.7 | 107.8
O=C(CCn1cnc2c(cc(-c3ccccc3)n2-c2ccccc2)c1=O)Nc1ccc(F)cc1 | 72.3 | 67.3 | 78.0 | 57.8 | 74.7 | 68.7 | 68.2 | 85.5
c1ccc(-c2noc(-c3ccccc3)n2)cc1 | 107.1 | 104.9 | 97.5 | 97.8 | 66.0 | 94.2 | 78.4 | 103.0
Cc1ccc2ncn(C(=O)/C=C/c3ccccc3)c2c1 | 15.3 | 59.0 | 60.3 | 93.6 | 26.6 | 91.6 | 70.5 | 87.1
Cc1cc(N2CCN(C)CC2)nc(NC2CCCC(Nc3ccnc4cc(Cl)ccc34)C2)n1 (stereo not drawn) | -31.0* | / | -52.1* | -41.9* | -10.5* | -76.4* | -48.5* | 1.1*
CC(C)(C)c1cc(CO)cc(C(C)(C)C)c1O | 95.2 | 100.6 | 68.2 | / | 95.9 | 117.0 | 89.7 | 92.0
CC(C)OC(=O)c1ccc2n1CCc1cnc(NC3CCCCC3)nc1-2 | 73.3 | 44.8 | 91.1 | 101.5 | 98.4 | 108.5 | / | 86.9
CCOc1ccc(OCC)c(NC(=O)CC(C)=O)c1 | 99.5 | 115.6 | 123.4 | 106.8 | 98.8 | 88.3 | 99.3 | 110.3
Cc1ccccc1NP1(=O)OCCCN1Cc1ccccc1Cl (stereo not drawn) | 93.9 | 105.0 | 115.4 | 101.4 | 104.4 | 93.3 | / | 103.5
O=C(CSc1nccc(Nc2ccc(S(=O)(=O)Nc3nccs3)cc2)n1)c1ccc(F)cc1 | / | 112.8 | 98.6 | / | 96.9 | 113.2 | 84.0 | 115.2
Nc1nc(SCc2ccc([N+](=O)[O-])cc2)c2ncn(C3OC(CO)C(O)C3O)c2n1 (stereo not drawn) | 96.3 | 104.9 | 111.1 | 107.5 | 102.6 | 88.8 | 101.4 | 105.3
COc1cc2cc(C(=O)Nc3ccccc3)c(N)nc2cc1OC | -35.8* | -49.2* | -81.5* | 69.9 | -88.4* | -49.6* | -28.0* | -44.6*
CCCCCN(CCCCC)CC(O)c1cc2c(c3ccc(Cl)cc13)CCCC2 (stereo not drawn) | 55.8 | 63.3 | 71.5 | 97.9 | 71.3 | 69.6 | 74.4 | 63.6
S=c1nc(-c2ccncc2)[nH][nH]1 | 91.1 | 91.9 | 100.8 | / | 104.5 | 108.9 | 111.3 | 97.7
COc1ccc(-c2nc(-c3cccs3)cn3cncc23)cc1 | 70.1 | 62.2 | 30.3 | 66.6 | 57.3 | 60.8 | 23.7 | 75.4
CCn1cc(C(=O)O)c(=O)c2cc(F)c(N3CCN(C(C)C(=O)Nc4ccc(/C(C)=N/OC)cc4)CC3)cc21 (stereo not drawn) | 83.6 | 88.9 | 103.0 | 80.4 | 92.4 | 95.8 | 87.4 | 85.6
Clc1ccc(Cc2nnc3sc(-c4ccccc4)nn23)cc1 | 94.6 | 95.9 | 93.5 | 102.8 | 88.6 | 99.7 | 87.5 | 97.7
N=c1n(CCN2CCCCC2)c2ccccc2n1CC(O)c1cccc(Br)c1 (stereo not drawn) | 81.5 | 94.4 | 99.6 | 103.9 | 90.1 | 98.9 | 99.3 | 87.4
O=C(c1ccccc1)[C@@]12COc3ccccc3[C@@H]1ON=C2c1ccccc1 | 74.8 | 86.8 | 107.1 | 98.1 | 94.0 | 100.3 | 71.1 | 90.1
C[N+]12CCC34c5ccccc5NC3C3C(CC(=O)[O-])OCC=C(C1)C3CC42 (stereo not drawn) | 90.3 | / | 112.8 | 104.6 | 97.8 | 100.9 | 110.8 | 84.6
Cc1cc(=O)oc2c3c(ccc12)OC(N)=C(C#N)C3c1ccccc1 (stereo not drawn) | 95.0 | 96.0 | 91.8 | 94.0 | 97.2 | 93.1 | 84.9 | 96.5
CO/N=C1\CCc2c(sc(NC(=O)c3cccc(C(F)(F)F)c3)c2C(N)=O)C1 | 37.1 | 70.1 | 29.9 | 49.4 | 45.9 | 37.7 | -18.5* | 84.1
CC1=C(CCN2CCOCC2)C(=O)N2N=C(c3ccc(Cl)cc3)SC2N1 (stereo not drawn) | 82.1 | 110.8 | 98.2 | 115.2 | 91.1 | 97.1 | 105.5 | 101.0
COc1cc(-c2n/c(=C\c3c(O)[nH]c4cc(Cl)ccc34)cc3c2=Nc2ccccc2-3)cc(OC)c1OC | 36.8 | 49.1 | 73.7 | 45.2 | 55.7 | 53.1 | 67.2 | 70.6
CN1CCc2cc3c(c4c2[C@@]1(C)[C@@H](O)c1ccccc1-4)OCO3 | 102.5 | 98.5 | 91.0 | 95.2 | 100.1 | 107.9 | 102.2 | 105.8
COc1cc(OC)c(S(N)(=O)=O)cc1C1=NN(C=O)C(c2ccc(Cl)cc2)C1 (stereo not drawn) | / | 100.1 | 105.9 | 103.9 | 97.4 | 104.1 | 97.5 | 121.0
C=C(C)C(=O)OCCC(C)OC (stereo not drawn) | 103.4 | 104.2 | 99.0 | 99.5 | 99.8 | 101.9 | 78.1 | 92.8
N#CCC(=O)Nc1nnc(-c2cccnc2)o1 | 103.2 | 99.7 | 92.0 | 95.8 | 99.5 | 108.0 | 92.7 | 101.6
COc1ccc(-c2[nH]c3c(c(=O)c2C#N)c(=O)n(C)c(=O)n3C)cc1 | 110.1 | 79.4 | / | 93.7 | 90.8 | 92.6 | 97.2 | 76.9
Cn1c([N+](=O)[O-])cnc1COC(N)=O | 104.7 | 97.8 | 105.7 | 105.4 | 97.8 | 124.6 | 103.7 | 108.4
O=C(Nc1ccc(Cl)cc1)OCCSc1nc2ccccc2s1 | 106.6 | 109.8 | 92.1 | 104.8 | 92.3 | 105.3 | 103.3 | 93.3
COc1ccc(C(Nc2ccc3nc4n(c(=O)c3c2)CCC4)C(=O)O)cc1 (stereo not drawn) | 102.7 | 102.0 | 97.3 | 102.4 | 92.4 | 102.7 | 103.2 | 109.1
O=C(Nc1cccc(-c2nc3ccccc3[nH]2)c1)c1cccc(NC(=O)c2ccco2)c1 | 23.5 | 3.0* | 70.8 | 96.3 | 61.8 | 34.6 | 65.9 | 86.4
c1nc(N2CCCCC2)c2[nH]cnc2n1 | 73.3 | 96.5 | 103.1 | 101.6 | 98.4 | 111.3 | 98.9 | 84.5
CC(=O)CN(C(C)=O)c1ccccc1 | 94.7 | 95.8 | 100.7 | 110.8 | 102.5 | 113.9 | 107.3 | 98.6
Cc1cc(C)c(-c2c(N)cc(Br)cc2Br)c(N)c1 | 24.9 | 13.4 | -17.1* | 69.6 | 21.4 | 56.4 | 54.6 | 34.4
CCCCc1nc(/C=C/C(=O)C2C(=O)N(C)C(=O)N(C)C2=O)c(Cl)[nH]1 | 88.3 | 88.6 | 109.5 | 99.2 | 100.5 | 110.1 | 98.4 | 91.4
O=c1cc(-c2ccccc2)[nH]c2ncc(-c3ccc(F)cc3)n12 | 16.1 | 18.5 | 83.0 | 64.1 | 57.8 | 62.0 | 74.3 | 39.9
Cc1cc(N(CCNc2ccnc3cc(Cl)ccc23)Cc2ccc3c(c2)OCO3)nc(N2CCN(C)CC2)n1 | -33.4* | -59.1* | -59.0* | 21.6 | 15.3 | 4.9* | -36.9* | 0.1*
Nc1nc2c3ccncc3cc(-c3cccc(Cl)c3)c2c2cnccc12 | 9.0* | 17.1 | 36.6 | 37.0 | 33.4 | 52.8 | 32.0 | 3.2*
The list goes on.
SMILES | SR | K-562 | MDA-MB-468 | BT-549 | MCF7 | MDA-MB-231 | T-47D | MOLT-4
CCOc1ccc(C2=CC(=O)C=CC2=O)cc1 | 68.8 | 88.6 | 101.9 | 80.3 | 85.0 | 76.1 | 83.6 | 78.2
Cc1nc2cc(O)c(O)cc2cc1Oc1ccc(NC(=O)c2ccc(Cl)c(Cl)c2)cc1 | 54.3 | 84.2 | / | 136.0 | 93.8 | 93.7 | 88.4 | 85.6
COc1cc(/C=C2\CCc3ccccc3C2=O)cc(OC)c1OC | 39.8 | 60.4 | 80.1 | 93.8 | 44.8 | 100.8 | 83.1 | 64.5
O=C(O)c1cc(N=Nc2ccc(-c3ccc(N=Nc4c(S(=O)(=O)O)cc5ccc(Nc6ccccc6)cc5c4O)cc3)cc2)ccc1O | 104.6 | 91.3 | 124.1 | 114.7 | 92.3 | 98.0 | 89.1 | 97.9
